Bim-Bcl-B: disrupts Bim peptide binding to human Bcl-B; 190,000 tested, 0.073% active; bead-based flow cytometry; inhibition, % at 10 µM;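 also: 0% = tracer peptide without compound and 100% = reference inhibitor peptide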
RGS8-Gao: regulators of human RGS8-Galphao interaction. AID 1423. response (percent of control binding), % at 10 µM. multiplexed bead flow cytometry, RGS8-Galphao binding; actives lie on both sides. 220,000 tested, 0.34% active; in the data active = response below about 60% or above about 140%; inactive = in between;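 also: Galphao activated as the GDP aluminium fluoride complex binding bead-coupled RGS8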
Target sequence (P09471 whole entry, looked up): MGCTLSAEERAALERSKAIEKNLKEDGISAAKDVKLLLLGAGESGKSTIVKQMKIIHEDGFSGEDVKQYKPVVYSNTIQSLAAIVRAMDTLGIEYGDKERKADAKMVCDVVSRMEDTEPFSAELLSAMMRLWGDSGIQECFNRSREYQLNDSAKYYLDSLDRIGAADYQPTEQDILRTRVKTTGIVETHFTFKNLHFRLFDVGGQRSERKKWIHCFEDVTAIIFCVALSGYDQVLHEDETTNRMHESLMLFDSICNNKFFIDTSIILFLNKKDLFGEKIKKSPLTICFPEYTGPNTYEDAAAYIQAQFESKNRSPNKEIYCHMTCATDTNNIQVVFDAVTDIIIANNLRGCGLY
Bcl-2 Bim block: disrupts Bim peptide binding to human Bcl-2 | AID 950 | Bead-based flow cytometry, Bim peptide-Bcl-2 binding | 190,000 tested, 0.06% active | P10415 | inhibition, % at 10 µM; in the data active = inhibition above about 40%; inconclusive = no clear call, values can overlap the other calls;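 also: 0% = no compound wells with probe peptide and 100% = reference peptide inhibitor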
Target sequence (P10415 whole entry, looked up): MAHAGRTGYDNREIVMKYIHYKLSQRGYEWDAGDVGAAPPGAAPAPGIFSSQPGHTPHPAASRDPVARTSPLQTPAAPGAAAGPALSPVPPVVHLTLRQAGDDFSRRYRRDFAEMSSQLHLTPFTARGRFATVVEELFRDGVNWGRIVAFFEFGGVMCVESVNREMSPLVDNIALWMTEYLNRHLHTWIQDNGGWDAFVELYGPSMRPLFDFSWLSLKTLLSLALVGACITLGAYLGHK
Bim-Bcl-W: disrupts Bim peptide binding to human Bcl-W. bead-based flow cytometry. inhibition, % at 10 µM. 190,000 tested, 0.02% active;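 also: 0% = bound tracer without compound and 100% = peptide blocker; higher means less fluorescent Bim peptide bound to Bcl-W beads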
Target sequence (Q92843 whole entry, looked up): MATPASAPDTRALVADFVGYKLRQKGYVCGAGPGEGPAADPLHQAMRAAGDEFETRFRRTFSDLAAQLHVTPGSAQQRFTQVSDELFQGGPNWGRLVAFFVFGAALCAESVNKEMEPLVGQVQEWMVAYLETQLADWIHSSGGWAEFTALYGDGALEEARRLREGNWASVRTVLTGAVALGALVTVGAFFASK
Bfl-1 Bim block: inhibitors of Bim-Bfl-1 interaction, human; inhibition, % at 10 µM; Bead-based flow cytometry, Bim-Bfl-1 binding inhibition; AID 1008; 190,000 tested, 0.12% active;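 also: 0% = wells without compound plus tracer and 100% = blocker peptide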
RGS7-Gao: human RGS7-Galphao interaction regulation | binding response (% of control), % at 10 µM | Multiplexed bead flow cytometry, RGS7-Galphao binding; actives lie on both sides | 220,000 tested, 0.35% active | P09471; in the data active = binding response below about 49% or above about 150%; inconclusive = no clear call, values can overlap the other calls; inactive = in between;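 also: fluorescent Galphao held in activated GDP-AlF4 state binding bead-coupled RGS7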
Bcl-XL Bim block: inhibitors of Bim-Bcl-XL interaction, human | Q07817 | Bim peptide-Bcl-XL binding, bead flow cytometry, fluorescence | inhibition, % at 10 µM | 190,000 tested, 0.04% active
Target sequence (Q07817 whole entry, looked up): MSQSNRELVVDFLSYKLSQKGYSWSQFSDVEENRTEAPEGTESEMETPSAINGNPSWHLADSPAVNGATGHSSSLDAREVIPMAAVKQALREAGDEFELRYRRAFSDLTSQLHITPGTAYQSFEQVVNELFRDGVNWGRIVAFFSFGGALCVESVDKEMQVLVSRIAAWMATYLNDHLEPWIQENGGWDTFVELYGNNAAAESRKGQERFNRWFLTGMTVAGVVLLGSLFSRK
ABCB1 inh: blocks JC-1 efflux by human ABCB1 transporter | P08183 | CCRF-Adr cells, flow cytometry | inhibition, % at 6.6 µM | 190,000 tested, 0.067% active | AID 1326; in the data active = inhibition above about 40%;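 also: 0% = vehicle and 100% = reference inhibitor; higher value means more JC-1 retained so stronger ABCB1 efflux block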
GSH fluor: compound fluoresces at 488/530 nm on GSH beads. GSH beads flow cytometry, compound fluorescence 488/530 nm; stronger effect = higher value. fluorescence (KMESF) at 10 µM. 190,000 tested, 0.25% active. AID 1776; in the data active = fluorescence above about 89;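 also: glutathione beads carrying GST-tagged Bcl family fusion proteins plus one bare bead set; values are compound well signal with DMSO vehicle wells as background; inactives centre near 16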
ABCG2 block: inhibitors of human ABCG2 transporter, ABCB1 counter-screen; Q9UNQ0; IgMXP3 cells, JC-1 efflux, flow cytometry; inhibition, % at 6.6 µM; 190,000 tested, 0.1% active; AID 1325;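 active = inhibition above 80%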;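 also: 0% = DMSO and 100% = nicardipine control wells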
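Test system: ABCG2 IgMXP3 and barcoded ABCB1 CCRF-Adr cell mix; Schedule: cells with compound and JC-1, 10 min at 25 °C, rotating, no wash; Technique: flow cytometry of retained JC-1 fluorescence; Measure: % inhibition of efflux relative to nicardipine and DMSO; Controls: nicardipine high and DMSO low controls.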
RGS4-Gao reg: human RGS4-Galphao interaction regulation. Multiplexed bead flow cytometry, RGS4-Galphao binding; actives lie on both sides. binding response (% of control), % at 10 µM. 220,000 tested, 0.33% active. AID 1415. P09471; in the data active = binding response below about 49% or above about 150%; inactive = in between;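 also: fluorescent Galphao activated with aluminum fluoride binding bead-coupled RGS4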
* hit, by the source's call; ? = inconclusive. Rule as the data show it, unless noted: active = inhibition above about 40%. Rows were taken by chance; about 1.1% have a hit in one of these screens.

Results follow in this order: Bim-Bcl-B, RGS8-Gao, Bcl-2 Bim block, Bim-Bcl-W, Bfl-1 Bim block, RGS7-Gao, Bcl-XL Bim block, ABCB1 inh, GSH fluor, ABCG2 block, RGS4-Gao reg
CC(=O)Cc1nsc(NC(=O)c2ccccc2)n1
  -2, 93, 1, 0, 0, 98, -3, -2.6, 24, 17, 100
c1ccc2c(c1)CCN(C1=Nc3cccc4cccc1c34)C2
  2, 103, 0, 3, -3, 102, 0, 0.2, 10, 5, 102
Cc1cccc(-n2cc(-c3ccccc3)c3c(N4CCOCC4)ncnc32)c1
  0, 99, 2, -3, -1, 102, -4, 2.3, 61, 7, 96
CCn1c(COc2ccc(C)cc2)nnc1SCC(=O)NCc1ccco1
  0, 103, 1, 2, -1, 108, -2, 0.3, 20, 1, 105
O=C(CCc1nc(-c2ccccc2F)no1)NCCN1CCOCC1
  -3, 100, -1, -1, -12, 101, -7, 1.0, 19, 19, 101
Cc1cc(C)cc(N=Cc2[nH]c3ccc(Br)c(Cl)c3c2O)c1
  -1, 102, 1, -3, -1, 104, -4, -0.5, 11, -4, 103
O=C(Nc1ccccc1C(=O)Nc1ccccc1C(=O)NCc1ccco1)c1ccco1
  -5, 99, -9, 2, -11, 100, -3, 1.6, 28, 9, 95
CCOc1ccc(NC(=O)CC2C(=O)N(C)C(=S)N2CCCc2ccccc2)cc1 (stereo not given)
  -1, 99, 2, -4, -2, 99, -4, -0.6, 16, -4, 100
C=CCn1c(N)c(C(=O)NC2CCCCC2)sc1=S
  -5, 108, -13, 0, -10, 103, -6, 0.2, 18, 8, 105
CCOc1ccc(NC(=O)c2ccccc2O)cc1
  -3, 110, -9, 0, -14, 104, 0, -0.9, 20, 2, 103
O=C(COc1cccc(Cl)c1)Nc1ccc(N2CCOCC2)cc1
  -10, 103, -13, -6, -15, 101, -9, 0.1, 12, 0, 105
N#CCCn1nc(-c2ccccc2)cc1-n1c(C(F)(F)F)nc2ccccc21
  0, 100, 0, 0, -3, 99, -2, 0.8, 6, 3, 90
CN(C)S(=O)(=O)N1CCN(C(=O)c2cccs2)CC1
  0, 102, -2, 0, -4, 100, 0, 0.2, 25, 0, 100
COc1ccc(C(=O)NCCSCc2ccccc2C)cc1
  -5, 102, 1, 1, 3, 99, 0, 0.0, 23, 1, 98
CC(=O)N[C@@H](Cc1c[nH]c2ccccc12)C(=O)OCC(=O)Nc1ccc(Cl)c(S(=O)(=O)N(C)C)c1
  1, 100, 0, 2, 0, ?, 1, -0.4, 9, 1, 100
O=C(COC(=O)CCc1c[nH]c2ccccc12)Nc1cc([N+](=O)[O-])ccc1Cl
  -1, 106, -3, -4, 1, 106, -5, 1.1, 13, 10, 102
CN1CCC(N(C)CC(=O)Nc2ccccc2N2CCOCC2)CC1
  -3, 108, 1, -2, -6, 104, -5, 0.1, 5, 0, 106
Cc1[nH]c2ccccc2c1C1=NNC(=Nc2ccc(F)cc2)SC1
  -20, 100, -1, -2, 12, 99, -15, -0.3, 16, -1, 99
CCC1=NN(C(=O)c2cccnc2)C(O)(C(F)(F)F)C1 (stereo not given)
  -3, 96, -2, 0, -1, 93, -1, 0.5, 6, 7, 94
O=c1[nH]nc(CNc2cccc(C(F)(F)F)c2)c2ccccc12
  -1, 101, 2, 0, 0, ?, 2, 1.4, 11, 7, 100
O=c1c2ccc([N+](=O)[O-])cc2ncn1CCOc1ccccc1
  0, 99, -2, 0, -5, ?, 3, 1.1, 14, 6, 98
COc1ccc(C2=CC(=O)OC(C)(c3ccccc3)O2)cc1 (stereo not given)
  -6, 97, -2, -4, 0, 98, -3, 1.1, 9, 8, 98
Cc1ccc(C(=O)Nc2ccccc2-c2ccccc2)cc1S(=O)(=O)Nc1cccc(C)c1C
  1, 70, -1, 0, 3, 76, -2, 1.6, 4, 3, 70
Cc1cccc(NC(=O)c2cccc(NC(=O)Cc3cccs3)c2)c1
  0, 101, -5, -3, -4, 102, -2, 0.3, 16, 2, 101
CN(Cc1ccccc1)C(=O)CCSc1nc(-c2ccc3c(c2)OCO3)cc(C(F)(F)F)n1
  -10, 99, 5, -3, 0, 96, -7, 1.2, 18, 0, 94
O=C(c1ccco1)N1CCN(Cc2cn[nH]c2-c2ccc(F)cc2F)CC1
  -2, 104, 2, 0, -4, 102, -2, 0.0, 13, 2, 109
O=C(NCC1COc2ccccc2O1)c1cc2ccccc2o1 (stereo not given)
  1, 97, -2, -4, 1, 95, -6, 0.7, 16, 2, 97
Cc1cc(N2CCC(C(=O)N3CCN(c4cccc(C)c4C)CC3)CC2)n2ncnc2n1
  -1, 97, 3, -2, 1, 103, -6, 1.6, 59, 2, 102
CN1CCc2c(sc3nc(SCC(N)=O)n(-c4ccccc4)c(=O)c23)C1
  3, 100, -3, 1, 0, 115, -2, -0.1, 18, 0, 128
Cc1[nH]nc(-c2ccc(O)c(C)c2O)c1Oc1ccccc1
  -5, 101, -1, -3, -3, 97, -7, 1.8, 25, 17, 99
COc1ccc2nc3sc(C(=O)N4CCN(C)CC4)cc3cc2c1
  -1, 100, -3, -5, -2, 98, -1, 0.7, 31, 8, 99
CC(C)(C)N/N=C/c1c(O)n(-c2ccc(Cl)cn2)c(=O)c2ccccc12
  0, 103, 2, -1, 0, 100, 1, 0.5, 6, 2, 99
COc1cccc(/C=C/C(=O)c2ccc[nH]2)c1
  -5, 98, -5, 0, -9, 96, -14, 0.9, 32, 3, 95
Cc1nc(NCc2ccco2)nc2c1C(=O)CC(C)C2 (stereo not given)
  -10, 102, -5, -8, -5, 105, -9, 0.2, 29, 4, 102
CCCc1ncc(C(O)c2cccc3ccccc23)n1C (stereo not given)
  -8, 99, -14, -1, -19, 103, -8, -0.8, 38, 10, 97
Cc1c(C(=O)N2CCCCC2)sc(NC(=O)C(C)C)c1C#N
  -1, 99, -2, -1, -4, 91, -1, 0.3, 16, 1, 96
Cc1cccc(NC(=O)COc2cccc3c2CCN(C)C3=O)c1
  -7, 100, -6, 0, -6, 101, -4, 1.1, 22, 17, 98
Cc1ccc(NC(=O)CN2C(=O)CN(C)C2=O)cc1S(=O)(=O)N1CCCCC1
  -1, 100, 0, 1, -3, 102, 0, 0.3, 10, 1, 98
Cc1ccccc1CN1C(=O)Nc2ccccc2C(=O)N1C(C)(C)C
  -6, 102, -7, 6, -9, 101, 1, 0.7, 24, 2, 101
C=CCn1c(SC)nc2sc3c(c2c1=O)CCc1ccccc1-3
  0, 79, 2, 1, 0, 65, -4, 0.6, 22, 9, 89
CN1CCN(C(=S)NC(=O)c2ccc(Cl)cc2)CC1
  -6, 97, -8, -5, -3, 98, -5, -0.5, 10, -1, 96
c1coc(CNc2nc3sc4c(c3c3ncnn23)CCCC4)c1
  -4, 98, -6, 6, -10, 94, -5, 0.2, 7, 1, 100
Cc1ccc(NC(=O)NCc2ccccn2)cc1
  -1, 100, 0, 0, -3, 94, 0, 1.1, 13, 22, 94
Cn1c(SCC(=O)Nc2sccc2C#N)nnc1-c1ccccc1
  -3, 99, -4, 2, -16, 98, 0, -0.2, 15, 2, 96
CC(=O)Nc1ccc(C(=O)NC2CCCC2)cc1
  -7, 101, -5, -1, -13, 98, -1, -0.4, 35, 6, 100
Cn1nc(C(=O)NCCN2CCOCC2)c2ccccc2c1=O
  0, 98, -3, -2, -2, 99, 0, -2.9, 20, -2, 97
COc1ccc(C2C(C(=O)c3ccco3)=C(O)C(=O)N2CCc2ccccc2)cc1OC (stereo not given)
  -7, 104, -11, -2, -17, 100, -7, -0.3, 24, -3, 103
COc1ccc(S(=O)(=O)N2CCC(C(=O)c3ccc4c(c3)OCCO4)CC2)cc1
  -10, 102, -10, -4, -24, 98, -12, 0.6, 27, 38, 101
COc1ccc(N2CCN(C(CNC(=O)C3CCCCC3)c3cccnc3)CC2)cc1 (stereo not given)
  -5, 98, 0, -1, -2, 97, -4, 0.5, 35, 1, 100
Cc1nc(Nc2ccc3c(c2)OCCO3)c2oc3ccccc3c2n1
  0, 102, -1, -3, -3, 106, -1, 1.1, 10, 5, 103
COc1ccc(C(=O)Cn2c(C(=O)/C=C/c3ccccc3)nc3ccccc32)cc1
  -7, 101, -7, -2, -9, 96, -7, 0.4, 35, 2, 96
CC1CCC2C(=O)N(c3ccc(C(=O)Oc4cccc5cccnc45)cc3)C(=O)C2C1 (stereo not given)
  -8, 101, -8, -4, -10, 105, -7, 1.8, 11, 5, 105
CCOc1c(Br)cc(CNc2ncn[nH]2)cc1OC
  -9, 101, -15, -2, -20, 102, -6, 0.3, 33, 2, 100
COc1cc2nc(CN(C)Cc3ccc(OC)c(OC)c3OC)[nH]c(=O)c2cc1OC
  0, 106, 1, 4, -8, 98, 3, 1.1, 15, 2, 95
CC(=O)N1CCN(C(=S)Nc2cc(S(=O)(=O)N3CCOCC3)ccc2Cl)CC1
  -11, 97, -2, 0, -1, 93, -2, 0.5, 12, 1, 91
COc1cccc(Cn2cc(C(=O)NCCN(C)C)nn2)c1
  0, 96, -1, 0, -4, 86, 0, 0.7, 11, 0, 92
COc1cc(OC)nc(Oc2ccc(NC(C)=O)cc2)n1
  -5, 99, 0, -3, -5, 100, -4, 0.9, 16, 3, 98
CCn1c(C(=O)N2CCC(C(=O)NCc3ccc4c(c3)OCO4)CC2)cc2sccc21
  -8, 103, -8, 2, -8, 106, -3, -2.1, 19, -2, 106
O=C(CSc1ccccc1)Nc1cc(Cl)ccc1Oc1ccccc1
  -3, 107, 0, -4, -1, 104, -3, -0.2, 11, 0, 103
CC(=O)Nc1ccc(SCC(=O)OCC(=O)NC(=O)NCCC(C)C)cc1
  -2, 101, -2, 0, -2, 101, 0, 0.2, 21, 13, 103
COc1ccc2c(c1)-c1nc(N)sc1CC2
  -6, 98, -2, -1, -2, 97, -4, 0.1, 15, 2, 101

An excerpt of these results, as labelled records.
compound: C=CCn1c(SC)nc2sc3c(c2c1=O)CCc1ccccc1-3
- Bim-Bcl-B: 0
- RGS8-Gao: 79
- Bcl-2 Bim block: 2
- Bim-Bcl-W: 1
- Bfl-1 Bim block: 0
- RGS7-Gao: 65
- Bcl-XL Bim block: -4
- ABCB1 inh: 0.6
- GSH fluor: 22
- ABCG2 block: 9
- RGS4-Gao reg: 89
compound: CN1CCN(C(=S)NC(=O)c2ccc(Cl)cc2)CC1
- Bim-Bcl-B: -6
- RGS8-Gao: 97
- Bcl-2 Bim block: -8
- Bim-Bcl-W: -5
- Bfl-1 Bim block: -3
- RGS7-Gao: 98
- Bcl-XL Bim block: -5
- ABCB1 inh: -0.5
- GSH fluor: 10
- ABCG2 block: -1
- RGS4-Gao reg: 96
compound: c1coc(CNc2nc3sc4c(c3c3ncnn23)CCCC4)c1
- Bim-Bcl-B: -4
- RGS8-Gao: 98
- Bcl-2 Bim block: -6
- Bim-Bcl-W: 6
- Bfl-1 Bim block: -10
- RGS7-Gao: 94
- Bcl-XL Bim block: -5
- ABCB1 inh: 0.2
- GSH fluor: 7
- ABCG2 block: 1
- RGS4-Gao reg: 100
compound: Cc1ccc(NC(=O)NCc2ccccn2)cc1
- Bim-Bcl-B: -1
- RGS8-Gao: 100
- Bcl-2 Bim block: 0
- Bim-Bcl-W: 0
- Bfl-1 Bim block: -3
- RGS7-Gao: 94
- Bcl-XL Bim block: 0
- ABCB1 inh: 1.1
- GSH fluor: 13
- ABCG2 block: 22
- RGS4-Gao reg: 94

Screens: PubChem, NMMLSC
